Bioassay records (PubChem BioAssay)
influenza NS1A = H1N1 influenza NS1A inhibitors, functional cell based assay (AID 504329); NS1A functional cell-based assay, percent inhibition; higher % means a stronger effect; inhibition, % at 12.5 µM, or IC50 in µM where a hit was titrated; hit rate 0.3% among 340,000; in the data active means a potency from the dose series; inconclusive means inhibition above about 27% without an active follow-up result; further: strong numbers were not always called active
tuberculosis growth = growth inhibition of non-replicating M. tuberculosis (AID 488890); Mycobacterium tuberculosis non-replicating, growth inhibition; higher % means a stronger effect; one-dose inhibition, % at 25 µM; IC50 in µM for titrated hits; hit rate 0.39% among 320,000; in the data active means a potency from the dose series; inconclusive means inhibition mostly from about 82% at the one dose, without a potency; inactive means the rest, 99 in 100 with inhibition below about 76%;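 further: plate controls were DMSO cells for no effect and high antibiotic wells for full effect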
M. tuberculosis HTS = M. tuberculosis growth inhibition, HTS (AID 449762). M. tuberculosis H37Rv growth inhibition, 7H9 media; higher % means a stronger effect. inhibition, % at 25 µM, or IC50 in µM where a hit was titrated. hit rate 0.59% among 330,000; in the data active means a potency from the dose series; inconclusive means inhibition above about 70% without an active follow-up result;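 further: bacterial growth assessed after seven days of incubation; strong numbers were not always called active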
PhoP GFP inhibition = Inhibition of PhoP regulon, Salmonella typhi GFP reporter cells, confirmation, 4 h (AID 1850) | inhibition, % at 50 µM; hits with a dose series show IC50 in µM | hit rate 0.33% among 310,000 | Salmonella Typhi PhoP-promoter GFP reporter, fluorescence, 4 h; higher % means a stronger effect; in the data active means a potency from the dose series; inconclusive means inhibition mostly from about 25% at the one dose, without a potency; inactive means the rest, 99 in 100 with inhibition below about 19%;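 further: 0% = induced wells with vehicle and 100% = uninduced wells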
VEEV TC-83 Vero = inhibitors of VEEV TC-83 cytopathic effect, confirmation, Vero cells (AID 588727); inhibition, % at 20 µM; hits with a dose series show IC50 in µM; hit rate 0.13% among 350,000; Vero cells, VEEV TC-83 cytopathic effect inhibition; higher % means a stronger effect; in the data active means a potency from the dose series; inconclusive means inhibition mostly from about 14% at the one dose, without a potency; inactive means the rest, 99 in 100 with inhibition below about 12%; further: strong numbers were not always called active
VEEV TC-83 Vero 10K pilot screen = second read-out of VEEV TC-83 Vero, no call of its own (marks repeat the call); inhibition, %; measured here: 10K pilot screen inhibition
The depositor's hits bear a star; i = inactive; ? = inconclusive; nt = not tested or not shown; & = joins results of further samples.

Start of the data: the first 11 compounds, ahead of the listing:
SMILES | influenza NS1A | tuberculosis growth | M. tuberculosis HTS | PhoP GFP inhibition | VEEV TC-83 Vero | others
COc1ccc(/C=C/C(=O)OCC(=O)c2ccc3c(c2)NC(=O)CO3)cc1 | -12% | -3% | -2% | -11% | 9.9%
O=[N+]([O-])c1ccc(OCC(O)CNC2CCCC2)cc1 (configuration not stated) | 12% | 8% | 3% | 9% | 0.4%
c1ccc2oc(Cc3ccc(Cc4nc5ccccc5o4)cc3)nc2c1 | 9% | 21% | -7% | -3% | 4.8%
COc1cccc(CNC(=O)CSc2nnc3c(n2)[nH]c2ccccc23)c1 | 1% | -4% | 1% | 3% | 2.9%
CSCc1nnc(NC(=O)c2ccc(S(=O)(=O)N3CCCCC3C)cc2)o1 (configuration not stated) | -8% | 13% | 0% | 4% | 12%
Cn1c2c(c3ccccc31)CC/C2=N\O | 4% | 8% | 58% | -7% | 3.9% | VEEV TC-83 Vero 10K pilot screen=1.8
O=c1sc2ccccc2n1CCCOc1ccccc1 | 12% | 36% | -6% | 2% | 0.6%
O=C(Nc1ccc(N2CCOCC2)cc1)C1CCN(S(=O)(=O)Cc2ccccc2)CC1 | 8% | -6% | 0% | -1% | 2.5%
CCCc1cc(C(=O)Nc2cccc(C(C)=O)c2)no1 | -1% | i | -3% | 7% | 5.2%
COC(=O)c1sc2nc(N)c(C#N)cc2c1N | -6% | -11% | -8% | -2% | 0.4%
Cc1cc(C)cc(NC(=O)c2c(C)nc3ccccn23)c1 | -5% | -3% | 14% | 2% | 2.4%

Results, previewed entries included:
SMILES | influenza NS1A | tuberculosis growth | M. tuberculosis HTS | PhoP GFP inhibition | VEEV TC-83 Vero | others
COc1ccc(/C=C/C(=O)OCC(=O)c2ccc3c(c2)NC(=O)CO3)cc1 | -12% | -3% | -2% | -11% | 9.9%
O=[N+]([O-])c1ccc(OCC(O)CNC2CCCC2)cc1 (configuration not stated) | 12% | 8% | 3% | 9% | 0.4%
c1ccc2oc(Cc3ccc(Cc4nc5ccccc5o4)cc3)nc2c1 | 9% | 21% | -7% | -3% | 4.8%
COc1cccc(CNC(=O)CSc2nnc3c(n2)[nH]c2ccccc23)c1 | 1% | -4% | 1% | 3% | 2.9%
CSCc1nnc(NC(=O)c2ccc(S(=O)(=O)N3CCCCC3C)cc2)o1 (configuration not stated) | -8% | 13% | 0% | 4% | 12%
Cn1c2c(c3ccccc31)CC/C2=N\O | 4% | 8% | 58% | -7% | 3.9% | VEEV TC-83 Vero 10K pilot screen=1.8
O=c1sc2ccccc2n1CCCOc1ccccc1 | 12% | 36% | -6% | 2% | 0.6%
O=C(Nc1ccc(N2CCOCC2)cc1)C1CCN(S(=O)(=O)Cc2ccccc2)CC1 | 8% | -6% | 0% | -1% | 2.5%
CCCc1cc(C(=O)Nc2cccc(C(C)=O)c2)no1 | -1% | i | -3% | 7% | 5.2%
COC(=O)c1sc2nc(N)c(C#N)cc2c1N | -6% | -11% | -8% | -2% | 0.4%
Cc1cc(C)cc(NC(=O)c2c(C)nc3ccccn23)c1 | -5% | -3% | 14% | 2% | 2.4%
CCNC(=S)N(Cc1cc2cc(C)ccc2[nH]c1=O)C1CCCC1 | 9% | 23% | 1% | 0% | 3.0%
CCN(CC)CCCNC(=O)c1csc(Nc2cccc3ccccc23)n1 | -17% | 5% | 6% | 1% | 0.3%
Cc1cc(C(=O)c2cnc(/N=C/N(C)C)s2)cc(C)c1O | -2% | -2% | 5% | -5% | 7.0%
CC(C)(C)Nc1c(-c2ccc(O)cc2)nc2ccc(Cl)cn12 | -7% | 14% | 6% | 5% | i
Cc1ccc2c(CSc3nnc4ccccn34)cc(=O)oc2c1C | 9% | 1% | 3% | -10% | 0.5%
CCN1CCCC1CNS(=O)(=O)c1ccc(Cl)c(C(F)(F)F)c1 (configuration not stated) | -2% | 9% | 10% | 0% | 0.1%
CN(C)CCN=Cc1c(O)n(C2CCCCCC2)c(=O)[nH]c1=O | 1% | 27% | 3% | 3% | 0.5%
C/C(=N\NC(=O)c1ccc(Br)cc1)c1cccnc1 | -10% | -8% | -6% | -6% | 0.7%
CCOC(=O)c1cnc2c(c(C)nn2CC)c1NCCN1CCOCC1 | 0% | -5% | -1% | 0% | 1.5%
CCC(C)(C)NC(=O)C(c1ccc(C)cc1)N(Cc1ccco1)C(=O)Cn1nnc2ccccc21 (configuration not stated) | 9% | 10% | 2% | 1% | i
CC(C)N(Cc1nccn1C)C(=O)c1cc(COc2ccc(-n3cncn3)cc2)on1 | 0% | -10% | -10% | 2% | 0.8%
Cc1cccc(NC(=S)NNC(=O)c2ccccc2Br)c1 | 5% | 77% | 10% | -7% | 0.2%
O=C(O)c1cc(O)ccc1NC(=O)c1cccc2ccccc12 | 15% | 24% | 17% | 12% | i
O=C(CNC(=O)c1ccccn1)N/N=C/c1ccccc1 | 1% | -12% | -3% | 7% | 1.5%
Cc1cccc(N2CCN(C(=O)[C@H](C)N3C(=O)C4CC=CCC4C3=O)CC2)c1C (some centres not stated) | 5% | 35% | 1% | nt | i
Cc1cc(C)n2nc(C(=O)OCC(=O)N(CC(C)C)C3CCS(=O)(=O)C3)nc2n1 (configuration not stated) | -9% | 2% | 1% | nt | 1.1%
CCn1nc(C(=O)NNC(=O)c2cc(Cl)ccc2OC)c2ccccc2c1=O | 2% | ? | 19% | nt | 11%
CCSC1(SCC)N=C(N)C2(C#N)C(c3ccccc3)NC(C)=CC12C#N (configuration not stated) | -6% | 24% | 4% | -8% | 1.4%
CC(C)N1CCC2(CC1)NC(CO)(CO)CO2 | 2% | -6% | -6% | -2% | 0.7%
CCCCN(C)CCN1C(=O)C2C(C(=O)Nc3cccc(OC)c3)C3C=CC2(O3)C1C(=O)NC1CCCCC1C (configuration not stated) | 6% | -4% | -2% | -13% | i
NCCCS(=O)(=O)O | 8%&2% | -8%&-8% | 9%&-3% | -7%&-4% | 1.0%&0.9%
Cc1sc2nc(SCC(N)=O)n(C)c(=O)c2c1C | -7% | -15% | 2% | 7% | 3.5%
O=C(CSc1ncccc1C(=O)O)NCc1ccc(F)cc1 | -12% | -5% | -3% | -4% | 0.2%
Cc1cc(NS(=O)(=O)Cc2ccccc2)no1 | 4% | -11% | 1% | -6% | 3.0%
Cc1cc(=O)n2[nH]c(-c3ccccc3)cc2n1 | -5% | 0% | 2% | 13% | 1.2%
O=C(c1ccc(=O)n(Cc2ccc(Cl)c(Cl)c2)c1)N1CCOCC1 | 1% | 3% | -13% | -12% | i
Cn1c(SCC(=O)Nc2ccccc2)nnc1-c1ccc2nonc2c1 | -1% | 26% | -1% | -3% | 3.1%
COc1ccccc1-c1cc(C(=O)N2CCN(c3ccc(F)cc3)CC2)no1 | 4% | nt | nt | 2% | 7.2%
c1ccc(SCc2cn(C[C@H]3CC[C@@H]([C@@H]4CC[C@H](Cn5cc(CSc6ccccc6)nn5)O4)O3)nn2)cc1 | 7% | 17% | -3% | 8% | 6.5%
Cc1ccccc1-n1c(O)c(C=Nc2ccc3c(c2)OCO3)c(=O)[nH]c1=O | 9% | 14% | 97% | -4% | 2.0%
C=CCNC(=S)/N=c1/ccccn1CC | 2% | 32% | 0% | -8% | i
Cc1ccccc1-n1c(SC2CCOC2=O)nnc1-c1ccncc1 (configuration not stated) | 4% | -6% | 0% | 12% | 0.2%
Cc1cc(C)c(S(=O)(=O)Nc2ccc(C(=O)O)cc2)cc1S(=O)(=O)Nc1ccc(C(=O)O)cc1 | 2% | -5% | 6% | 3% | 2.5%
CCCOc1ccc(-c2c(C(=O)N/N=C/c3cccnc3)nnn2-c2nonc2N)cc1 | -1% | 6% | 8% | 5% | 4.2%
CCCC(=O)OCC(=O)Nc1cc([N+](=O)[O-])ccc1OC | -5% | -34% | -1% | -8% | 1.0%
COc1ccc(CC(=O)OCC(=O)Nc2ncc(Cl)cc2Cl)cc1OC | 20% | -10% | 4% | -1% | 2.1% | VEEV TC-83 Vero 10K pilot screen=0.2
CCCN(C(=O)c1cc(-c2ccco2)nc2ccccc12)c1c(N)n(Cc2ccccc2)c(=O)[nH]c1=O | 2% | 38% | 3% | 5% | 4.0%
O=C1c2ccccc2S(=O)(=O)N1Cc1nc2ccccc2s1 | -6% | 12% | -12% | 2% | 0.9%
Cc1oc(-c2ccccc2F)nc1CSCC(=O)NC1CC1 | -5% | nt | 0% | 9% | i
Going on with the list.
SMILES | influenza NS1A | tuberculosis growth | M. tuberculosis HTS | PhoP GFP inhibition | VEEV TC-83 Vero | others
CN(C)Cc1cc(C(C)(C)c2ccccc2)ccc1O | -4% | nt | nt | nt | 0.4%
Cc1ccc(C(=O)NCc2nnc3c(C(F)(F)F)cc(Cl)cn23)o1 | -3% | -5% | -3% | 8% | 0.2%
Cn1c(SCC(=O)c2c(N)n(C)c(=O)n(C)c2=O)nnc1-c1ccccc1 | 7% | -14% | 11% | -1% | 0.6%
CC(C)CCNC(=O)C(C)N(Cc1ccc(F)cc1)C(=O)c1ccc(CN2CCOCC2)o1 (configuration not stated) | -1% | -1% | 1% | -1% | 1.0%
CC(C)n1c(O)c(N=Nc2ccc(Cl)nn2)c2ccccc21 | -5% | -14% | -4% | -2% | 0.9%
Cc1ccc(N2NC3(CCN(C(N)=O)CC3)NC2=O)cc1 | nt | 72% | ? | 3% | nt
COc1ccc(CCn2c(C)cc3c(c2=O)C(c2ccncc2)C(C#N)=C(N)O3)cc1OC (configuration not stated) | 11% | nt | nt | nt | 11%
CC(=O)c1ccc(NC(=S)N2CCN(CCN3C(=O)c4cccc5cccc(c45)C3=O)CC2)cc1 | -1% | 12% | 16% | -7% | 0.3%
Cc1cc(C)nc(-n2nc(C)cc2NC(=O)c2cccc(S(=O)(=O)N(C)C)c2)n1 | nt | 9% | -7% | -6% | nt
O=C(Cc1ccc(NC(=O)C2CCCN(C(=O)c3ccccc3)C2)cc1)Nc1ccc(C(=O)N2CCOCC2)cc1 (configuration not stated) | 15% | nt | nt | nt | 1.6%
COC(=O)Cn1ncc2c3ccccc3n(C)c2c1=O | 8% | 55% | -3% | -20% | 5.3%
COc1ccc(-c2noc(CCCC(=O)NC3CCCCC3)n2)cc1OC | 6% | -5% | -3% | 6% | 0.8%
Cc1cc(Cl)c(OCCOCCN2CCC(C)CC2)c(Br)c1 | -5% | 72% | -3% | 0% | 1.1%
CCOC(=O)c1sc(NC(C)=O)c(C(=O)OCC)c1C | 5% | 4% | 6% | 6% | i | VEEV TC-83 Vero 10K pilot screen=0.4
CC1CC(C)(C)CC2(C1)NC(=O)N(CC(=O)NCCc1c[nH]c3ccccc13)C2=O (configuration not stated) | -7% | 35% | -2% | -5% | 1.9%
Cc1ccccc1OCC(=O)OCC(=O)NCCc1ccccc1 | -5% | 37% | 9% | nt | 1.8%
c1ccc(-c2ncnc3cc4n(c23)CCC4)cc1 | 0% | -11% | -13% | -4% | 1.2%
CN(CC1CCCO1)S(=O)(=O)c1ccc(C(=O)N2CCN(c3ccccc3)CC2)cc1 (configuration not stated) | -1% | -9% | 0% | -9% | i
CN(CCOc1ccc(Cl)cc1)C(=O)c1cc([N+](=O)[O-])ccc1N1CCOCC1 | -2% | 6% | -4% | 3% | 8.1%
O=C1C=C(c2ccc(C(=O)O)cc2)C[C@@H](c2ccc(Cl)cc2)C1 | 4% | -13% | -8% | nt | i
COc1ccc(NS(=O)(=O)c2cc(NC(=O)Cc3c(F)cccc3Cl)ccc2OC)cc1 | -16% | nt | 1% | nt | 6.8%
Cc1ccccc1CN1C(=O)/C(=C\c2ccc(C(=O)NCCN3CCOCC3)cc2)Sc2ccccc21 | 5% | nt | 27% | 6% | 9.1%
O=C(C1=C(O)C(=O)N(CC2CCCO2)C1c1cccc(O)c1)c1ccco1 (configuration not stated) | -8% | -5% | -7% | 6% | 2.0%
CCCCN(C)C(=O)c1nc2ccccn2c1CN1CCC[C@H]1C(=O)OC | 7% | 2% | -7% | 4% | 0.0%
Cc1ccc2nccc(C(=O)N3CCCC(N4CCN(c5ccc(F)cc5)CC4)C3)c2c1 (configuration not stated) | 23% | 15% | 7% | -6% | 7.3%
Cc1ccc2oc(C(=O)NC3CCS(=O)(=O)C3)c(C)c2c1 (configuration not stated) | -5% | nt | nt | nt | 1.6%
COc1ccccc1OCc1nnc(SCC(=O)Nc2ccc(N3CCOCC3)cc2)n1C | 0% | 0% | 8% | 1% | 3.5%
